p53ts 39C tox: kills p53ts cells at the nonpermissive temperature; H1299-p53A138V viability at 39C, ATP luminescence, 24 h; Potency, µM (highest dose often 46.1 µM), without a hit: at the highest dose activity change, negative = cell killing, usual class: cytotoxic; 1.5% of 130,000 active; also: nearly all actives have a fitted effect of over 55% in size
IkB sig inh: inhibitors of IkB signaling in ABC-DLBCL cells | ABC-DLBCL IkBa-CBG/CBR dual luciferase ratio, 4 h; response scale: scaled: untreated 0%, proteasome inhibitor 100% | Potency, µM (series often up to 57.1 µM), without a hit: at the top dose IkBa stabilization activation | 0.04% of 110,000 active; active = well fitted curve in the direction sought with a large enough effect in the signal ratio, not every such curve was filed as active; inconclusive = small, poorly fitted or top-dose-only effect, or a change in a side signal; the % refers to the signal ratio;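 also: the direction sought is a rising ratio; 0% = basal untreated cells and 100% = reference inhibitor full response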
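Curves were fitted separately to fusion (green), unfused (red) and ratio luminescence, then classed by r2, magnitude and activity. Cells: OCI-Ly3, 4 h compound plus doxycycline at 37C; 10 uM MG-132 defined full response.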
Imprint erasure: genomic imprint erasure induction | Potency, µM (titrated, usually from 60.7 µM), for the others: top-dose activity change, positive = activation, usual class: activators | AID 1948 | mouse ES Peg3-LacZ reporter, beta-gal luminescence, 40 h | 0.02% of 110,000 active;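 also: 0% = negative control wells on the plate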
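Each well holds 300 Peg3LacZ-Neo (maternal) female ES cells incubated 40 h at 37C, 5% CO2. LacZ is measured by BetaGlo luminescence, with AC50 and maximum efficacy derived from dose-response curves.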
p53ts 32C tox: cytotoxicity in p53ts cells at permissive temperature; H1299-p53A138V at 32C, ATP luminescence viability, 24 h; Potency, µM (top dose mostly 46.1 µM), for inactives: at the highest dose activity change, negative = cytotoxicity, hits mostly cytotoxic; 0.93% of 130,000 active; AID 924;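 also: 0% = DMSO and -100% = full killing by reference compound; nearly all actives have a fitted effect of over 55% in size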
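Viability by ATPlite luminescence after 24 h compound treatment (up to 46 uM) at the permissive 32C. Cells are H1299 carrying p53 A138V. Scale runs from DMSO basal to 100 uM tamoxifen as full kill; AC50 from Hill fits.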
Active calls of the source: *; ? = inconclusive; . = no result given; & = joins results of further samples; [ ] = dose if it differs, or a comment. Unless noted, calls follow the shape of the dose curve; as a rule, active = well fitted curve in the direction sought with a large enough effect; inconclusive = small, poorly fitted or top-dose-only effect, or another doubt; inactive = no such curve, though single readings can be large; an effect the other way counts as inactive or inconclusive. Unless noted, % is scaled to controls: 0 for no effect and ±100 for the full control effect; potency is read from the fitted curve at half-maximal effect. Outcome played no part in choosing rows. Share with any hit: about 1.7%.

No.	Compound	p53ts 39C tox	IkB sig inh
1	O=C(C[C@@H](C(=O)O)N1CCOCC1)c1ccccc1	1%[9.22 µM]	-0.5%[11.4 µM]
2	CCOC(=O)Cn1c(=O)oc2cc(S(=O)(=O)NCCc3ccc(OCC)c(OCC)c3)ccc21	-1%	3.8%
3	CC(=O)Nc1ccccc1C(=O)N1CC2(C)CC1CC(C)(C)C2 (stereo unspecified)	-7%	-0.4%
4	COc1cccc(CSc2nc3n(n2)C(CC(C)C)C(C(=O)Nc2ccccc2C)=C(C)N3)c1 (stereo unspecified)	-5%	0.1%
5	Cc1cc(C)cc(NC(=O)C2(c3cccs3)CCOCC2)c1	-17%	-2.0%
6	COc1ccc(N2CCN(C(=O)CN=C3NS(=O)(=O)C(c4ccc(C)cc4)=C3C)CC2)cc1	8%	.
7	C[C@H]1COC(=O)[C@H](Cc2ccccc2)NC(=O)[C@@H](C)COC(=O)[C@H](Cc2ccccc2)NC1=O	7%[9.22 µM]	.
8	CC(C(=O)N1c2ccc(F)cc2CCC1C)N1C(=O)c2ccccc2C1=O (stereo unspecified)	-11%	1.9%
9	CCOc1ccc(CCNC(=O)CCCn2c(=O)c3cccn3c3cccnc32)cc1OCC	3%	-2.7%
10	Cc1ccc(CCN2CC(C(=O)NCc3cccnc3)CC2=O)cc1 (stereo unspecified)	-8%	0.9%
11	COc1ccc(C(=O)Nc2ccc(S(=O)(=O)Nc3onc(C)c3C)cc2)cc1	-13%	0.5%
12	CCC(C)(C)NC(=O)C1CCN(S(=O)(=O)c2c(C)noc2/C=C/c2ccc(C)cc2)CC1	-3%	-3.3%

No.	Imprint erasure	p53ts 32C tox
1	5%[10.9 µM]	-2%[9.22 µM]
2	-4%	-2%
3	-8%	-2%
4	-5%[10.9 µM]	8%
5	11%[10.9 µM]	-8%
6	.	11%
7	.	5%[9.22 µM]
8	-8%	6%
9	-19%[10.9 µM]	3%
10	-2%	-3%
11	6%	?
12	-8%[10.9 µM]	28%

(more compounds)
No.	Compound	p53ts 39C tox	IkB sig inh
13	CC1CCCCN1CCNC(=O)Cn1nc(-c2ccccc2)ccc1=O (stereo unspecified)	-1%	-1.1%
14	Cc1nonc1NC(=O)OCCN1CCOC1=O	-5%	0.7%
15	COc1ccc(NC(=O)CN2CCCCC2)cc1	-11%	-1.2%
16	CCSc1nc2c(c(=O)[nH]1)C(c1ccccn1)C1=C(CC(C)(C)CC1=O)N2 (stereo unspecified)	-1%	-0.1%
17	Cc1cc(C)cc(Nc2cc(C)nc3nncn23)c1	-4%	?
18	COc1cccc(-c2nc(SCC(=O)NC3CCCC3)c(-c3ccc(F)cc3)[nH]2)c1	4%	?
19	CCc1ccccc1NC(=O)Cn1nc(CC)n2c(cc3sccc32)c1=O	6%	0.1%
20	OC(COc1ccc2cc(Br)ccc2c1)CN1CCOCC1 (stereo unspecified)	-4%	.
21	COc1ccc(-c2nnnn2CCc2ccccc2)cc1	7%	-6.0%
22	CCC(=O)N1CCc2cc(S(=O)(=O)N(CC)c3cccc(C)c3)ccc21	-13%	-1.0%
23	CCCn1c(N2CCN(CC(=O)NCc3cccs3)CC2)nc2ccccc21	-6%	0.2%
24	CCSC[C@@H](N)C(=O)O	0%[9.22 µM]	2.3%[11.4 µM]

No.	Imprint erasure	p53ts 32C tox
13	-14%	5%
14	-5%	-7%
15	-11%	3%
16	3%	8%
17	-7%[10.9 µM]	2%
18	3%[10.9 µM]	2%
19	-9%[10.9 µM]	4%
20	.	-4%
21	-21%	9%
22	-28%	-8%
23	-6%	1%
24	-13%[10.9 µM]	-2%[9.22 µM]

(more compounds)
No.	Compound	p53ts 39C tox	IkB sig inh
25	CCc1ccccc1NC(=O)C(CC)Oc1ccccc1-c1nnc(-c2ccccc2)o1 (stereo unspecified)	-23%	?
26	CCOC(=O)C1=C(CN(CC)Cc2ccccc2)NC(=O)NC1c1ccc(Cl)cc1 (stereo unspecified)	-3%	?
27	CCc1ccc(NC(=O)CCS(=O)(=O)c2cc3c(cc2Cl)NC(=O)CO3)cc1	-21%	-1.0%
28	CC(C)Oc1ccc(C(=O)Nc2ccc(-c3nc4ccccc4s3)cc2)cc1	11%	?
29	O=C(Nc1ccccc1)N(Cc1ccc2c(c1)OCO2)Cc1nc2ccccc2c(=O)[nH]1	23%	?
30	Cc1ccc(-c2nc3s/c(=C\c4ccco4)c(=O)n3n2)cc1	-2%	8.9%
31	COc1ccc(Br)cc1C(=O)Nc1cccc(NC(=O)c2ccco2)c1	-4%	?
32	CC(=O)c1cccc(NC(=O)CN(c2ccc(F)cc2)S(C)(=O)=O)c1	-2%	0.1%
33	Cc1ccccc1N1CCN(S(=O)(=O)c2nnc(NC(=O)c3ccccc3)s2)CC1	7%	-1.3%
34	O=c1[nH]c(SCC2CCCCO2)nc2ccccc12 (stereo unspecified)	?	-0.9%
35	S=C(Nc1ccccc1)Nc1ccccc1C#Cc1ccccc1	-22%	.
36	Cc1ccnc(NC(=O)c2c(O)c3ccccc3n(C)c2=O)c1	-6%	2.5%

No.	Imprint erasure	p53ts 32C tox
25	-17%[10.9 µM]	12%
26	-12%[10.9 µM]	18%
27	-15%[10.9 µM]	-6%
28	-2%[10.9 µM]	-6%
29	-12%	0%
30	5%	-6%
31	-19%	2%
32	-7%	21%
33	-8%[10.9 µM]	3%
34	-5%	-5%
35	-20%	-20%
36	-2%	-14%

New compounds follow
No.	Compound	p53ts 39C tox	IkB sig inh
37	CCC(CC)C(=O)NCCc1cc2ccc(C)c(C)c2[nH]c1=O	15%	2.0%
38	NC(=O)c1c(NC(=O)C2CCCO2)sc2c1CCCC2 (stereo unspecified)	12%	.
39	O=C(Nc1ccc(S(=O)(=O)Nc2ncccn2)cc1)c1cc(=O)c2ccccc2o1	15%	?
40	COc1ccc(CNC(=O)c2cc3ccccn3n2)cc1OC	11%	-2.4%
41	COc1ccc(OC)c(NC(=O)CN2C(=O)C3(OCCCO3)c3ccccc32)c1	2%	2.7%
42	CCOc1ccc(-c2nnn(CC(=O)NCc3ccco3)n2)cc1OCC	-5%	.
43	COC(=O)c1nc(NC(C)=O)n[nH]1	8%	0.5%
44	COc1ccc(C2=NOC(C(=O)NCCCN3CCOCC3)C2)cc1 (stereo unspecified)	-2%	0.1%
45	CCOC(=O)C1=C(C)NC2=C(C(=O)CC(c3cccs3)C2)C1c1cccs1 (stereo unspecified)	25%	.
46	CCc1nnc2c(Nc3ccc(N(CC)CC)cc3C)nc3ccccc3n12	-6%	4.7%
47	CCCSCCCNC(=O)C1CCN(C(=O)c2cnn(-c3ccccc3)c2-n2cccc2)CC1	-18%	1.4%
48	CC(C)N1CCN(c2ccncc2S(=O)(=O)N2CCCCC2)CC1	5%[9.22 µM]	2.0%[11.4 µM]

No.	Imprint erasure	p53ts 32C tox
37	-23%	-4%
38	.	9%
39	?	8%
40	-8%[10.9 µM]	4%
41	-1%	-1%
42	.	-10%
43	-9%	8%
44	-3%	-4%
45	.	-17%
46	-11%[10.9 µM]	16%
47	-4%[10.9 µM]	1%
48	-5%[10.9 µM]	5%[9.22 µM]

Next part.
No.	Compound	p53ts 39C tox	IkB sig inh
49	Cc1ccc(NC(=O)NC2CCN(S(=O)(=O)c3ccc(F)cc3)CC2)cc1	15%	.
50	COP(C)(=O)c1c(C)nn(-c2ccccc2)c1C (stereo unspecified)	-3%	0.7%
51	CCN(CC)c1ccc(NC(=O)CN2CCN(CC(=O)Nc3ccccc3OC)CC2)cc1	-23%	-0.4%
52	COc1ccc(S(=O)(=O)N2CCC(C(=O)Nc3ccc(Oc4ccccc4)cc3)CC2)cc1	9%	3.9%
53	CCc1ccc(NC(=O)C2CC(=O)N(C(C)C)C2)cc1 (stereo unspecified)	-4%	1.0%
54	Cn1c(=O)cc(NCCc2ccccc2)[nH]c1=O	-11%	-2.9%
55	COc1ccc2c(c1)CC(C(=O)Nc1ccc(OC)cc1OC)CO2 (stereo unspecified)	-2%	0.2%
56	CCC(NC(=O)NCc1cccnc1)(C(F)(F)F)C(F)(F)F	7%	0.6%
57	CC(=O)c1c(C(C)=O)c(C)n(-c2nc(-c3ccccc3)c(C)s2)c1C	0%	-0.6%
58	O=C(NC1c2ccccc2-c2ccccc21)c1ccco1	-5%	0.1%
59	CC(C)N(Cc1ccccc1)C(=O)C1CCCN(c2ncnc3onc(-c4ccc(F)cc4)c23)C1 (stereo unspecified)	1%	?
60	COC(=O)Cn1c2ccccc2c2nc(C)sc21	7%	-4.8%

No.	Imprint erasure	p53ts 32C tox
49	.	1%
50	1%	-2%
51	-8%[10.9 µM]	-8%
52	-15%[10.9 µM]	3%
53	-7%	-13%
54	8%	42%[activator]
55	16%[10.9 µM]	7%
56	-1%	11%
57	-13%	9%
58	-25%	0%
59	-6%[10.9 µM]	1%
60	-1%	-1%

Compound profiles, as listed above. Values in the order: p53ts 39C tox	IkB sig inh	Imprint erasure	p53ts 32C tox
Entry for CCC(NC(=O)NCc1cccnc1)(C(F)(F)F)C(F)(F)F → 7%	0.6%	-1%	11%
Entry for COc1ccc(S(=O)(=O)N2CCC(C(=O)Nc3ccc(Oc4ccccc4)cc3)CC2)cc1 → 9%	3.9%	-15%[10.9 µM]	3%

The listing continues:
No.	Compound	p53ts 39C tox	IkB sig inh
61	CCC(C)NC(=O)c1c(N)n(/N=C/c2cccnc2)c2nc3ccccc3nc12 (stereo unspecified)	1%	?
62	CCN(CC)c1ccc(NC(=O)C(C)C)cc1	5%	-6.3%
63	COc1ccc(NC(=O)CN2C(=O)CC(c3ccc(C)c(C)c3)=Nc3ccccc32)cc1OC	-20%	?
64	COc1ccccc1C(=O)Nc1c(C(=O)c2ccccc2)oc2ccccc12	-2%	-1.8%
65	COc1ccc(NC(=O)CCCSc2nc(-c3ccco3)cc(C(F)(F)F)n2)cc1OC	-12%&4%	3.4%
66	COc1ccc(Cn2c(O)cc(=O)[nH]c2=O)cc1	18%	.
67	CCOc1ccccc1NC(=O)C(=O)NCCc1sc(-c2cccc(F)c2)nc1C	-17%	-3.0%
68	O=C(CSc1nc2c(c(=O)[nH]1)CCCC2)Nc1cccc(O)c1	-9%	?
69	CCn1c(Cn2nnc(-c3ccccc3)n2)nnc1SCC(=O)Nc1ccccc1	16%	0.9%
70	COc1ccc(N2CC(C)Cn3c2nc2c3c(=O)n(CCN3CCOCC3)c(=O)n2C)cc1 (stereo unspecified)	-1%	1.1%
71	O=S(=O)(NCc1csc(-c2cccnc2)n1)c1ccc2c(c1)OCCO2	8%	0.0%
72	CCN1C(=O)c2ccccc2S(=O)c2ccc(C(=O)N3CCN(c4cc(Cl)ccc4C)CC3)cc21 (stereo unspecified)	-7%	?
73	O=C(CN1C(=O)COc2ccc(S(=O)(=O)N3CCCC3)cc21)N1CCN(c2cccc(C(F)(F)F)c2)CC1	-19%	?
74	Cc1noc(C)c1CSc1nc2ccccc2[nH]1	2%	5.6%

No.	Imprint erasure	p53ts 32C tox
61	4%	5%
62	-6%	7%
63	-12%[10.9 µM]	-15%
64	9%[10.9 µM]	3%
65	-6%[10.9 µM]	2%&5%
66	.	6%
67	-7%[10.9 µM]	-6%
68	-13%[10.9 µM]	-14%
69	-5%	2%
70	-1%	1%
71	-13%	8%
72	-7%[10.9 µM]	-3%
73	-9%[10.9 µM]	3%
74	-7%	13%

3 entries from above, sorted by their value in IkB sig inh, largest number first.
item	SMILES	IkB sig inh	Imprint erasure
74	Cc1noc(C)c1CSc1nc2ccccc2[nH]1	5.6%	-7%
71	O=S(=O)(NCc1csc(-c2cccnc2)n1)c1ccc2c(c1)OCCO2	0.0%	-13%
67	CCOc1ccccc1NC(=O)C(=O)NCCc1sc(-c2cccc(F)c2)nc1C	-3.0%	-7%[10.9 µM]
